# Screening results (PubChem)
# ABHD5-PLIN5 inh: blocks binding of human ABHD5 to perilipin-5. Q00G26+Q8WTS1. inhibition, % at 4 µM. Split G. princeps luciferase complementation, luminescence, 4 h. 360,000 compounds, 0.78% hits;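 active = inhibition above the mean inhibition across every tested compound plus 3 SD, cut at about 22% in these data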;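 also: 0% = DMSO only wells and the 100% control is not disclosed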
# MC4R barr agon: agonists of human melanocortin 4 receptor (MC4R) beta-arrestin | P32245 | U2OS MC4R beta-arrestin complementation, luminescence; percent of melanotan II response, DMSO zero | activation, % at 8.9 µM | 360,000 compounds, 0.98% hits | AID 540308;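 active = activation above a per-plate cutoff, the mean activation of sample wells on that plate plus 3 SD, cut at about 8% in these data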
# N-glyco inh: blocks N-linked glycosylation in D54 reporter cells; AID 588692; reporter increase, % at 12.5 µM; 360,000 compounds, 0.23% hits; D54 ERlucT glycosylation luciferase reporter, 24 h; percent of 100 nM tunicamycin response;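 active = mean luciferase reporter signal, scaled so untreated is 0 and the glycosylation-blocking control 100, at or above a set limit in every replicate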;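 also: luciferase carries N-glycosylation sites so blocking glycosylation raises the light; 0% = median of neutral control wells and 100% = median of 100 nM tunicamycin wells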
# NCOA2 inhibitor: human SRC2 (NCOA2) inhibition. inhibition, % at 9 µM. 370,000 compounds, 0.17% hits. HEK293 GAL4-SRC2 luciferase reporter, luminescence;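 active = inhibition above the mean inhibition of all tested compounds plus 3 SD, set per campaign, cut at about 52% in these data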;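 also: 0% = DMSO treated cells and 100% = cells given Gossypol at 36 µM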
# Target sequence (Q15596 whole entry, looked up, the tested form may be a part): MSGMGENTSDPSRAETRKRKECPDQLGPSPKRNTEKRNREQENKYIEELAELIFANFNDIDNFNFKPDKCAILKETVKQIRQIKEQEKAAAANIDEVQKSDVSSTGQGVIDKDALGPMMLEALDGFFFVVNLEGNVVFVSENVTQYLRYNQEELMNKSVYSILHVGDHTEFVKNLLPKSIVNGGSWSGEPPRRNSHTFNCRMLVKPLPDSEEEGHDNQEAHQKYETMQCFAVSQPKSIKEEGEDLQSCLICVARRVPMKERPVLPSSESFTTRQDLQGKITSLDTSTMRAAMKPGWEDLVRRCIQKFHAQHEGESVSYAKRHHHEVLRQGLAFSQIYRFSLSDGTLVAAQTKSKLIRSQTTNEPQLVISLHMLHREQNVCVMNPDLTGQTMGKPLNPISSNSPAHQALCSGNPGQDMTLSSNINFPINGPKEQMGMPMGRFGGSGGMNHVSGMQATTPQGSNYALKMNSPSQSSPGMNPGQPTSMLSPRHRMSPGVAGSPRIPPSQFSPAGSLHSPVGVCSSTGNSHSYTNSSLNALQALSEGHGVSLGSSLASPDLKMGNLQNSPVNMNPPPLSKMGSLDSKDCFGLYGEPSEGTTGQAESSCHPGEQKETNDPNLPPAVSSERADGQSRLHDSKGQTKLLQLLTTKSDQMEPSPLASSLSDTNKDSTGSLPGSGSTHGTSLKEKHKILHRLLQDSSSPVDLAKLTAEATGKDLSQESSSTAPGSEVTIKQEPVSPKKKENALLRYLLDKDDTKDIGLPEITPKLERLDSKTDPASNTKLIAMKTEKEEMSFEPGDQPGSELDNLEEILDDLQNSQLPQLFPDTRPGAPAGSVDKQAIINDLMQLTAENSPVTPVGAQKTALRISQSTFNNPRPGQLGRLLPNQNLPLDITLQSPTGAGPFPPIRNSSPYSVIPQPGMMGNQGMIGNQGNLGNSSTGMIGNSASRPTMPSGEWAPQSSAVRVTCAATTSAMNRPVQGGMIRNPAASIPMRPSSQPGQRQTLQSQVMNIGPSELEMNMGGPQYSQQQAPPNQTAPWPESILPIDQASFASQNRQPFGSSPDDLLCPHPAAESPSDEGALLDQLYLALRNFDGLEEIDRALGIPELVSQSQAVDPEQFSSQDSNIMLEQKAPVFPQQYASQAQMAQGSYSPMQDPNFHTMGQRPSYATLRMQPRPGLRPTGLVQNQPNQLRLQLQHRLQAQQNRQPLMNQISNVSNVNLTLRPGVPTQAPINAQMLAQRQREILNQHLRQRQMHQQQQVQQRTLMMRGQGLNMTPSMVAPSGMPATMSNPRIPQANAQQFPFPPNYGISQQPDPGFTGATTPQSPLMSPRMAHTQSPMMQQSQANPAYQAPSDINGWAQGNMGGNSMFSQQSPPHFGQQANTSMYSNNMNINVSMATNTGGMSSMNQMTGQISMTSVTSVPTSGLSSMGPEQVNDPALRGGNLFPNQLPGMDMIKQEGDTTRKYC
# MC4R antagonist: antagonists of human melanocortin 4 receptor (MC4R) | P32245 | MC4R-expressing cells, MTII-stimulated cAMP, LANCE TR-FRET | inhibition, % at 6.5 µM | 360,000 compounds, 0.48% hits | AID 540295;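 active = inhibition above its plate's cutoff, the mean of tested wells on that plate plus 3 SD, cut at about 29% in these data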;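 also: 0% = Melanotan II alone and 100% = Melanotan II plus saturating MCL0020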
#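 material = U2OS cells stably expressing human melanocortin 4 receptor (MC4R) | also added = Melanotan II challenge | dosing = single nominal compound dose of 6.5 µM | detection = TR-FRET with Eu-cAMP and labeled anti-cAMP, 671 nm | replication = singlicate | timing = compound 30 min, challenge 1 h, detection 1 h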
# NOD2-RIPK2 inh: inhibitors of human NOD2-RIPK2 interaction; O43353; CHO BLA complementation NOD2-RIPK2, CCF4 ratio; inhibition, % at 4.98 µM; 360,000 compounds, 0.38% hits; AID 624267; in the data active = inhibition above about 21%;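 also: 0% = vehicle only and 100% = reference blocker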
# TLR9-MyD88 inh: blocks human TLR9 binding to MyD88; Q9NR96+Q99836; CHO BLA complementation TLR9-MyD88, CCF4 FRET ratio; inhibition, % at 4.98 µM; 340,000 compounds, 0.21% hits; AID 504734;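 active = inhibition above the mean over all tested compounds plus 3 SD, cut at about 21% in these data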;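 also: 0% = DMSO only wells and 100% = clavulanate BLA inhibitor control wells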
# Cardio protect: modulators protecting cardiomyocytes from myocardial damage | protection from H2O2 cell death, % at 20 µM | AID 588492 | 360,000 compounds, 0.63% hits | H9c2 cardiomyocytes, H2O2 injury protection, ATPLite, 2 h;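 active = compounds giving at least 50% protection of heart cells from peroxide-induced death in the single-dose screen, raw or plate-pattern-corrected value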;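 also: 0% = DMSO wells with peroxide and 100% = DMSO wells without peroxide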
# HTR2A ag: mouse HTR2A agonism via beta-arrestin recruitment. P35363. CHO-K1 mHTR2A beta-arrestin complementation, luminescence; percent of 30 µM serotonin response. activation, % at 7.6 µM. 360,000 compounds, 0.66% hits;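 active = activation above a run cutoff, the mean activation of all tested compounds plus 3 SD, cut at about 14% in these data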;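 also: 0% = plate median of compound wells and 100% = 30 µM serotonin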
# ABCB6 inh MLPCN: human ABCB6 transporter inhibition. Q9NP58. K562-ABCB6 porphyrin accumulation, flow cytometry, 1 h; stronger effect = lower value. fluorescence ratio to DMSO, % at 10 µM. 360,000 compounds, 0.19% hits;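 active = fluorescence ratio to DMSO below 75%, the collection mean minus 3 SD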;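 also: signal is porphyrin accumulated inside mitochondria; 100% equals median channel fluorescence of DMSO control wells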
# * marks the source's active call; other numbers are inactive results; / = not tested or not shown; & = joins results of further samples. Not all compounds are listed; the hit share may differ from the screen's.
SMILES,ABHD5-PLIN5 inh,MC4R barr agon,N-glyco inh,NCOA2 inhibitor,MC4R antagonist,NOD2-RIPK2 inh,TLR9-MyD88 inh,Cardio protect,HTR2A ag,ABCB6 inh MLPCN
COc1ccc(OC)c(NC(=O)c2cc3ccccc3cc2OC)c1,2,-1.2,0,-12,10,8,-4,-2,6,98
Cc1ccc(Cl)cc1N1CCN(CC(=O)NC2CCCc3ccccc32)CC1 (stereo not given),-2,1.2,-3,0,9,4,-16,-6,-3,97
COc1ccc(CC(=O)N2CCN(C(=O)Cc3ccc(OC)c(OC)c3)CC2)cc1OC,11,0.4,-2,-2,5,4,-3,0,4,97
CCN(CC(=O)NCc1cccs1)C(=O)/C=C/c1cccc(OC)c1OC,3,-0.3,-1,5,7,-38,-9,-2,-11,97
Cn1c2ccccc2c2cnn(CC(=O)Nc3cccc(F)c3)c(=O)c21,-3,9.7*,1,-13,8,-6,2,2,-2,95
COc1ccc(/C=N/NC(=O)c2cc(C34CC5CC(CC(C5)C3)C4)[nH]n2)cc1OC,-6,-2.3,-2,-2,8,5,10,-2,-3,106
COc1ccc(-c2oc3ccccc3c2C(=O)OCc2ccccc2)cc1,-10,-0.4,-1,-25,-1,3,1,-16,2,96
CC1CCN(C(=O)CSc2ccc(-c3cccnc3)nn2)CC1,-1,-3.3,/,2,-2,-4,-2,8,3,96
COc1ccc2c(c1OC)C(=O)OC2Nc1nc(-c2ccc(-c3ccccc3)cc2)cs1 (stereo not given),-7,-1.1,-9,-53,-2,-11,-19,-12,-3,97
Cc1ccc(S(=O)(=O)Nc2nc3ccccc3nc2NCC2CCCO2)c(C)c1 (stereo not given),-1,0.0,-2,-12,2,-14,-4,-4,1,94

# Brought forward from above: six entries, followed by the next part.
SMILES,ABHD5-PLIN5 inh,MC4R barr agon,N-glyco inh,NCOA2 inhibitor,MC4R antagonist,NOD2-RIPK2 inh,TLR9-MyD88 inh,Cardio protect,HTR2A ag,ABCB6 inh MLPCN
Cn1c2ccccc2c2cnn(CC(=O)Nc3cccc(F)c3)c(=O)c21,-3,9.7*,1,-13,8,-6,2,2,-2,95
COc1ccc(/C=N/NC(=O)c2cc(C34CC5CC(CC(C5)C3)C4)[nH]n2)cc1OC,-6,-2.3,-2,-2,8,5,10,-2,-3,106
COc1ccc(-c2oc3ccccc3c2C(=O)OCc2ccccc2)cc1,-10,-0.4,-1,-25,-1,3,1,-16,2,96
CC1CCN(C(=O)CSc2ccc(-c3cccnc3)nn2)CC1,-1,-3.3,/,2,-2,-4,-2,8,3,96
COc1ccc2c(c1OC)C(=O)OC2Nc1nc(-c2ccc(-c3ccccc3)cc2)cs1 (stereo not given),-7,-1.1,-9,-53,-2,-11,-19,-12,-3,97
Cc1ccc(S(=O)(=O)Nc2nc3ccccc3nc2NCC2CCCO2)c(C)c1 (stereo not given),-1,0.0,-2,-12,2,-14,-4,-4,1,94
COC(=O)C(C(=O)Nc1nc2ccccc2s1)C1CCCC1 (stereo not given),5,-2.7,-2,-17,1,-9,-2,-4,-1,98
Nc1ccccc1C(=O)NN=Cc1cccc([N+](=O)[O-])c1,-1,/,-5,-54,/,-4,/,-15,-3,97
COc1ccc(C(C)=O)cc1CSc1nnc(-c2ccc(Cl)cc2)n1-c1ccccc1,8,1.3,-5,-51,0,-1,-3,-17,3,97
Cn1c(NCc2c(O)ccc3ccccc23)nc2ccccc21,12,-2.2,-11,-4,7,4,-12,-12,-7,97
COCCOC(=O)C1=C(C)NC(=O)NC1c1c(Cl)nc2ccccn2c1=O (stereo not given),3,0.8,2,-11,5,-4,-9,13,5,97
COc1ccc(C(C)(O)c2nc(-c3ccc(OC)nc3)cs2)cc1 (stereo not given),0,0.2,3,19,-5,2,/,-4,0,98
O=C(NCCCNCc1ccccc1)c1ccccn1,10&-5,-0.2&-1.8,-1&0,-3&2,8&7,4&4,-8&-7,7&5,2&-6,106&96
NS(=O)(=O)c1cccc(NC(=O)COC(=O)CNC(=O)c2ccc(-c3ccccc3)cc2)c1,12,-0.8,0,-4,19,4,7,-1,-8,88
CC(=O)NC1C(=O)N(C)c2ccc(Br)cc21 (stereo not given),1,-0.8,2,-12,1,-1,4,-2,3,107
COc1ccnc(N2CCN(c3ccc(Cl)cc3)CC2)c1C#N,1,0.9,-5,-11,7,-16,-15,-12,4,94
CCOC(=O)c1ccc(N(CC2CO2)S(=O)(=O)c2ccc(C)cc2)cc1 (stereo not given),-5,-0.6,1,7,7,-9,-6,-7,2,106
CC(=O)Nc1cccc(C(=O)N/N=C/c2ccccc2F)c1,5,0.4,-9,-78,6,-6,7,-7,1,100
FC(F)(F)c1nnc2ccc(NCc3ccccc3)nn12,4,-1.1,3,5,1,6,0,-2,-4,101
Cc1noc(C)c1NC(=O)N(C)C[C@H]1Oc2ccc(NC(=O)NC3CCCCC3)cc2C(=O)N([C@H](C)CO)C[C@@H]1C,2,-0.1,2,-15,21,-6,-2,-1,-2,96
O=C(COC(=O)c1cccc(S(=O)(=O)N2CCCC2)c1)Nc1cccc(Br)c1,-4,0.2,-4,-16,6,-1,-4,-2,5,96
COc1cc(OC)c(NS(=O)(=O)c2ccc(Cl)c(C(=O)OC(C)C(=O)N3CCCC3)c2)cc1Cl (stereo not given),15,1.7,-5,6,5,10,2,-11,-8,97
Cc1noc(NS(=O)(=O)c2ccc(NC(=O)/C=C/c3ccc(Br)cc3)cc2)c1C,9,0.3,0,-2,1,-14,-13,-2,4,94
CCOC(=O)c1cn(-c2c(Cl)cccc2Cl)c2cc(Cl)c([N+](=O)[O-])cc2c1=O,3,1.2,2,10,2,-4,-2,-9,3,91
COc1ccccc1C1C2=C(N=c3s/c(=C/c4cccc(OCC(=O)O)c4)c(=O)n31)c1ccccc1CC2 (stereo not given),7,4.6,-5,9,17,11,5,4,7,101
O=C(Nc1cccnc1)c1ccc(C(=O)Nc2cccnc2)cc1,11,1.7,-5,22,6,-4,-12,-3,2,94
CCc1nc2ccc(C(=O)Nc3ccc4c(c3)OCC(=O)N4)cn2c1N(CC)CCOC,8,-0.4,1,-45,8,-8,/,7,-6,101
Cc1ccc(NC(=O)c2nc[nH]c2C(=O)N[C@@H](CCCCNC(=O)OC(C)(C)C)C(=O)OC(C)(C)C)cc1,-1,-1.0,1,11,10,0,0,27,3,93
COc1ccc(C)cc1NC(=O)NC1CCN(Cc2ccccc2)CC1,7,-1.2,-1,-7,9,-10,4,-1,-6,106
O=C(CSc1ccccc1)N/N=C/c1ccccc1O,-2,-2.5,-4,-16,9,-9,-9,51*,-5,92
CCC12CN3CCN(CC(C3)/C1=N\NC(=O)c1ccc(Cl)cc1)C2,0,-2.1,-1,-20,-2,-2,-1,6,-4,95
CCC(=O)NC(NCC1CCCO1)C(Cl)(Cl)Cl (stereo not given),2,1.0,1,-27,8,-7,-11,0,4,101
COc1cccc(CNC(=O)C2CCN(S(=O)(=O)N3CCCCC3)CC2)c1,-5,-2.6,-1,0,-3,-4,-2,-5,-1,84
O=C(Nc1cc(Cl)ncn1)c1ccccc1,-2,0.1,-1,-18,30*,6,/,4,-1,104
CCN(CC)CCNCc1cc(Cl)ccc1OCc1ccccc1F,7,-0.7,-3,15,17,-6,-6,-8,-12,103
OC[C@@H]1CN(Cc2ccccc2)C[C@H](n2ccc3c(N4CCCC4)ncnc32)O1,-6,0.0,0,0,13,-10,/,-5,-6,96
C=CCOc1ccc(/C=N/O)cc1Cl,-1,-2.4,0,-14,0,-2,-1,3,0,93
COc1ccc(CC(=O)Nc2sc3c(c2C(N)=O)CCCC3)cc1OC,2,0.4,5,-19,-4,-3,10,-15,-1,96
Clc1ccc(-n2ncc3c(NCC4CCCO4)ncnc32)cc1 (stereo not given),6,0.5,-6,-38,4,-8,8,-11,7,96
CCOC(=O)c1c(C)[nH]c(NC(=O)Nc2c(C)n(C)n(-c3ccccc3)c2=O)c1C,0,0.0,1,-9,4,-17,4,-1,2,98
Cc1nnc(Nc2ccccc2F)s1,3,-0.7,1,-16,2,1,2,-4,0,101
Cc1ccccc1-n1nc(C)c2cc(C(=O)NC3CC3)sc21,0,-1.4,-9,11,-7,5,-2,2,-1,90
CCOC(=O)c1c(NC(=O)c2cc(-c3ccc(Cl)s3)nc3ccccc23)sc(C(N)=O)c1C,-2,-1.7,2,2,-1,-10,-3,-6,0,100
Cn1c(C(=O)NCCN2CCN(c3ccccc3F)CC2)cc2c(=O)n(C)c3ccccc3c21,1,0.5,4,-11,4,-12,2,47,3,106
Cc1ncc(CSCC(=O)Nc2cc(C(F)(F)F)ccc2Cl)c(CO)c1O,-1,-1.2,0,-9,-1,10,3,0,-7,94
CCn1c(SCC(=O)c2ccc(Cl)cc2)nnc1-c1ccoc1C,2,-1.8,-3,-44,-1,-2,1,1,0,92

# An excerpt of these results, bar-delimited:
canonical_smiles | ABHD5-PLIN5 inh | MC4R barr agon | N-glyco inh | NCOA2 inhibitor | MC4R antagonist | NOD2-RIPK2 inh | TLR9-MyD88 inh | Cardio protect | HTR2A ag | ABCB6 inh MLPCN
Cn1c(NCc2c(O)ccc3ccccc23)nc2ccccc21 | 12 | -2.2 | -11 | -4 | 7 | 4 | -12 | -12 | -7 | 97
Cc1nnc(Nc2ccccc2F)s1 | 3 | -0.7 | 1 | -16 | 2 | 1 | 2 | -4 | 0 | 101
COc1ccc(C(C)=O)cc1CSc1nnc(-c2ccc(Cl)cc2)n1-c1ccccc1 | 8 | 1.3 | -5 | -51 | 0 | -1 | -3 | -17 | 3 | 97
O=C(Nc1cccnc1)c1ccc(C(=O)Nc2cccnc2)cc1 | 11 | 1.7 | -5 | 22 | 6 | -4 | -12 | -3 | 2 | 94
O=C(Nc1cc(Cl)ncn1)c1ccccc1 | -2 | 0.1 | -1 | -18 | 30* | 6 | / | 4 | -1 | 104
